# Bioassay records as filed in PubChem.
# Ub-GFP proteasome: proteasome inhibitors stabilizing ubiquitin-GFP reporter. Potency, µM (highest dose often 45.9 µM), without a hit: top-dose activation (GFP accumulation), actives largely listed as activators. 67,000 tested, under 10 active. Ubiquitin-GFP reporter cells, proteasome inhibition, GFP fluorescence; response scale: untreated = 0%, 10 µM MG-132 = 100%. AID 526; active means well fitted activation curve with a large enough effect, not every such curve was filed as active; inconclusive means small, poorly fitted or top-dose-only effect, or another doubt; inactive means no such curve, though single readings can be large or run the other way; further: potency means the concentration at half of the fitted maximal effect
#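 U2OS cells stably expressing ubiquitin(G76V)-GFP, seeded overnight in 0.5% FBS medium, were exposed to compounds (qHTS, 46 uM to 2.9 nM) for 4 hr at 37 °C. GFP-positive cells were counted by laser cytometry (488 ex/515 em), normalized between basal and 10 uM MG-132.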
# CRE-bla Fsk: CRE-bla signaling modulation under forskolin stimulation. Potency, µM (top dose mostly 38.2 µM), inactives show at the highest dose activity change, negative = inhibition, actives largely listed as activators. 71,000 tested, 2.5% active. CHO CRE-bla reporter (cAMP response element driving beta-lactamase), forskolin EC10, beta-lactamase ratio; active means well fitted activation curve with a large enough effect in the signal ratio, with a control signal flat, not every such curve was filed as active; inconclusive means small, poorly fitted or top-dose-only effect, or effect the other way, or a change in a side signal; the % refers to the signal ratio; further: potency means the concentration at half of the fitted maximal effect; % of control where 0% means no effect
#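 The 460nm/530nm emission ratio after CCF4 loading defined %Activity, from which AC50 values were obtained. CRE-bla CHO cells received compound dilution series together with an EC10 level of NKH 477 for 3 hours at 37 degrees Celsius.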
# USP2a inh: blocks human ubiquitin-specific protease USP2a | O75604 | USP2a enzymatic assay, qHTS inhibition | Potency, µM (doses to about 38.3 µM), for inactives: at the top dose activity change, negative = inhibition, most hits filed as inhibitors | 60,000 tested, 0.1% active;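 further: potency means the concentration at half of the fitted maximal effect; nearly all actives have a fitted effect of over 60% in size; plate controls were DMSO for no effect and NEM full inhibition control for full effect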
# Target sequence (O75604 whole entry, looked up): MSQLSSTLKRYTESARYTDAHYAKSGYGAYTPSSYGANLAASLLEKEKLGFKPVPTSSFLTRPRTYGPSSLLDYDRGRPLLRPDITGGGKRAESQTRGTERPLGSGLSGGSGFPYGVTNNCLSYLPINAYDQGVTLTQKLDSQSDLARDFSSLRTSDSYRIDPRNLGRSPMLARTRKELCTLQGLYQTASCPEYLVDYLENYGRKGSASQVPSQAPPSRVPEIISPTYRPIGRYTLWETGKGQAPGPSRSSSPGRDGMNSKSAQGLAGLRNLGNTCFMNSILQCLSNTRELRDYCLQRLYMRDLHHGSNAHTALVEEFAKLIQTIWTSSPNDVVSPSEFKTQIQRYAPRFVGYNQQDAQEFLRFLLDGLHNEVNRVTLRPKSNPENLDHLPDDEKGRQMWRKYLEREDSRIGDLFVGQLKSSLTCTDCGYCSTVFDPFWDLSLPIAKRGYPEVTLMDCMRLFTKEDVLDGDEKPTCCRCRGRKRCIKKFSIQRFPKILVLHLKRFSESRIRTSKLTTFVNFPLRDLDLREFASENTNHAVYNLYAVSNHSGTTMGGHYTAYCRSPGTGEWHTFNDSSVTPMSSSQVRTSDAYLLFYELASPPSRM
#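 USP2 core (20nM final) preincubated 30 min RT with compound, then Ub-PLA2 20nM and NBD C6-HPC 20uM final added; buffer 20mM Tris-HCl pH 8.0, 2mM CaCl2. Fluorescence Ex 460/Em 535 read at 0 and 2.5 h; normalized to NEM.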
# GFP derepression: epigenetic GFP locus derepression in mouse cells; mouse C127i GFP locus derepression, cytometry, 30 h; Potency, µM (top dose mostly 46.1 µM), for inactives: top-dose GFP derepression (activation); 68,000 tested, 0.09% active; AID 597; further: % of control where 0% means no effect
#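 Read-out is the number of GFP-positive cells, scored as fluorescent objects 20 to 120 um wide, reflecting derepression of a silenced CMV-GFP reporter in murine C127i cells after 30 h compound exposure at 37 C.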
# BRCT inh red: disrupts BRCA1 BRCT binding to phosphoprotein, red fluorophore readout. AID 892. 75,000 tested, 0.03% active. P38398. BRCT-phosphopeptide binding, red fluorescence polarization. Potency, µM (highest dose often 76.9 µM), inactives show at the highest dose activity change, negative = inhibition, actives largely listed as inhibitors; further: on the % scale 0 is the no-effect control and ±100 the full control effect
#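 Fluorescence polarization: 100 nM His-tagged BRCA1 BRCT with 100 nM TAMRA-labelled phospho-BACH1 decapeptide, phosphate buffer pH 7.3 with 150 mM NaCl, DTT, 0.01% Tween 20; 12 min RT. Binding inhibition seen as FP decrease.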
# Hsp90 Hop PPI: changes Hsp90-Hop TPR2A binding signal, up or down; AlphaScreen TPR2A-His6 binding biotin-Hsp90 C-terminal peptide; Potency, µM (series often up to 57 µM), for the others: top-dose activity change, negative = inhibition; 71,000 tested, 0.44% active; AID 595; active means well fitted curve in either direction with a large enough effect; inconclusive means small, poorly fitted or top-dose-only effect, or another doubt; further: potency means the concentration at half of the fitted maximal effect; on the % scale 0 is the no-effect control and ±100 the full control effect; many of its hits are not listed in these tables
# HADH2 inhib: HADH2 (human) dehydrogenase inhibition. recombinant HADH2, NADH fluorescence, beta-hydroxybutyryl-CoA. 73,000 tested, 3.4% active. Q99714. Potency, µM (top dose mostly 57.1 µM), without a hit: at the top dose activity change, negative = inhibition, most hits filed as inhibitors; further: potency means the concentration at half of the fitted maximal effect; on the % scale 0 is the no-effect control and ±100 the full control effect; nearly all actives have a fitted effect of over 60% in size; many of its hits are not listed in these tables
# Target sequence (Q99714 whole entry, looked up, one chain of several): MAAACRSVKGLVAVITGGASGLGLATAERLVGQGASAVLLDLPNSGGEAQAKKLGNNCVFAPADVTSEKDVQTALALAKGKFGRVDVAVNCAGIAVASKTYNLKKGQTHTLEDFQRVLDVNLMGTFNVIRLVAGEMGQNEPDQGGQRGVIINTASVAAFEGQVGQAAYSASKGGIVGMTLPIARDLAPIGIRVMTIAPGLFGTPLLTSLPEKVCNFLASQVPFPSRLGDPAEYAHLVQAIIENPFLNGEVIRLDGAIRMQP
#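 His-tagged recombinant enzyme from E. coli, 20 nM, preincubated 15 min RT with compound; reaction started with 1 mM NAD+ and 90 uM beta-hydroxybutyryl-CoA in 100 mM Tris-HCl pH 9.0. NADH fluorescence (ex 360/em 450) read over 4 min; last-minus-first difference.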
# BRCT inh green: inhibitors of human BRCA1 BRCT-phosphoprotein interaction (green fluorophore) | Potency, µM (series often up to 76.9 µM), inactives show at the highest dose activity change, negative = inhibition, hits mostly inhibitors | 75,000 tested, 0.05% active | AID 875 | BRCA1 BRCT-phosphopeptide binding, green fluorescence polarization | P38398;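 further: potency means the concentration at half of the fitted maximal effect; plate controls were peptide without protein for full effect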
#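 Compounds were incubated for 12 min at room temperature with a complex of 100 nM fluorescein-tagged pBACH1 decapeptide and 250 nM His-tagged BRCT protein. Buffer was phosphate pH 7.3 with EDTA, DTT and Tween 20. Disruption of binding lowers the polarization signal.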
# 15-hLO inh: blocks human 15-lipoxygenase activity | P16050 | purified 15hLO-1, xylenol orange hydroperoxide absorbance | Potency, µM (series often up to 57.1 µM), without a hit: at the highest dose activity change, negative = inhibition, hits mostly inhibitors | 74,000 tested, 1.4% active; further: potency means the concentration at half of the fitted maximal effect; on the % scale 0 is the no-effect control and ±100 the full control effect; nearly all actives have a fitted effect of over 55% in size
#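 Purified human 15hLO-1 (40 nM final) in 25 mM Hepes pH 7.5, 0.01% Triton X-100 was preincubated with compound 15 min at room temperature, then reacted 6 min with 50 uM arachidonic acid; hydroperoxide detected by Fe-XO, 573/405 nm absorbance ratio.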
# Pol III holo inh: blocks replication by bacterial DNA polymerase III holoenzyme. reconstituted DNA polymerase III holoenzyme replication, biochemical. Potency, µM (doses to about 57.1 µM), without a hit: top-dose activity change, negative = inhibition. 71,000 tested, 0.25% active. AID 603; further: potency means the concentration at half of the fitted maximal effect; on the % scale 0 is the no-effect control and ±100 the full control effect
#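 Reconstituted *E. coli* holoenzyme (0.35 nM Pol III, 1 nM beta, 154 nM SSB, 2 nM primase) was preincubated with compound for 15 min at RT. Synthesis on 1.4 nM ssM13Gori ran 35 min, then was stopped with PicoGreen/EDTA and read as dsDNA fluorescence.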
# HBB splice mod: alters splicing of the hemoglobin beta chain; HBB splicing reporter cell assay, activation; EGFP reporter with mutant IVS2-654 intron; response scale: normalised to 500 nM splice-correcting PNA; 65,000 tested, 0.06% active; Potency, µM (titrated, usually from 46.1 µM), for the others: top-dose activation, usual class: activators; further: potency means the concentration at half of the fitted maximal effect; 0% is about no effect
#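 HeLa cells stably expressing EGFP interrupted by mutant beta-globin intron 2 (IVS2-654), 500/well in 2% FCS. Treated with compound for 2 days at 37C. Splicing correction scored as total well GFP intensity (488 nm excitation, 500-520 nm emission); 500 nM antisense PNA served as control.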
# * marks the source's active call; other numbers are inactive results; u = inconclusive; x = not tested or not shown; [ ] = another dose, or the depositor's remark. Unless noted, the call rests on the fitted dose curve; in most records, active means well fitted curve in the direction sought with a large enough effect; inconclusive means small, poorly fitted or top-dose-only effect, or another doubt; inactive means no such curve, though single readings can be large; an effect the other way counts as inactive or inconclusive. These rows are one share of the data (hit frequency here may not be typical).
SMILES,Ub-GFP proteasome,CRE-bla Fsk,USP2a inh,GFP derepression,BRCT inh red,Hsp90 Hop PPI,HADH2 inhib,BRCT inh green,15-hLO inh,Pol III holo inh,HBB splice mod
CCOC(=O)CSc1nnc(CNC(=O)c2cc(OC)c(OC)c(OC)c2)n1C,-10%,u,0%,3%,-1.4%,-2%,4%,-1.9%,1%,-3%,2.6%
C=CCN1C(=O)c2ccccc2Sc2ccc(C(=O)N3CCN(C)CC3)cc21,-4%,u,6%,-3%,-1.2%,-2%,1%,-2.2%,-1%,1%,0.7%
CCn1c(=O)cc(OCC(=O)Nc2cc(C)ccn2)c2ccccc21,1%,21%,13%,1%,-2.0%,-1%,-5%,0.0%,-1%,1%,-2.1%
CCC(C)N(CCNC(=O)CC1Oc2ccc(C)cc2NC1=O)C1CCCCC1 (configuration not stated),-8%,-1%,x,-2%,-0.6%,-5%,u,0.2%,-4%,-3%,-0.3%
COCCn1nnnc1C(c1ccc(OC)c(OC)c1)N1CCc2ccccc21 (configuration not stated),2%,5%,13%,4%,-0.1%,-11%,-3%,-1.3%,2%,1%,-1.0%
COc1ccc2[nH]c(=O)c(CN(C(=O)c3ccccn3)c3ccccc3)cc2c1,-2%,-6%,u,0%,0.4%,-1%,-20%,0.9%,5%,-6%,3.1%[57.5 µM]
O=C(O)C1CCCN1c1ncnc2c1oc1ccccc12 (configuration not stated),-2%,-6%,-12%,6%,0.1%,1%,u,-1.2%,6%,-6%,1.8%[57.5 µM]
COc1cccc2c(=O)n(CC(=O)Nc3cccc(F)c3)ccc12,6%,11%,x,x,1.2%,0%,2%,-1.5%,6%,2%,-0.7%
CCCCCS(=O)(=O)CCCCCCCCCCn1c(-c2ccc(O)cc2)c(C)c2cc(O)ccc21,x,x,x,x,0.4%,x,u,-0.9%,-24%,x,-0.8%
CCCn1c(SCC(=O)Nc2nnc(CC)s2)nnc1-c1ccco1,-1%,8%,10%,-3%,0.0%,0%,-7%,0.7%,3%,6%,x
O=C(CSc1nnc2scc(-c3ccc(F)cc3)n12)NCc1ccco1,-1%,13%,4%,0%,-3.2%,-5%,-1%,-0.1%,3%,-2%,x
CN1CCc2c(sc3c2C(=O)NC(c2ccc(-c4cccc(Cl)c4)o2)N3)C1 (configuration not stated),-9%,u,x,x,0.6%,u,25µM*,13%,2.5µM*,-18%,u
O=S(=O)(Cc1ccccc1Cl)Nc1ccccn1,3%,-10%,-3%,4%,1.5%,0%,3%,-0.6%,10%,-2%,-1.2%
CC(C)[C@@H](OCc1ccccc1)[C@H](C)/C=N\OC[C@@H](O)COCc1ccco1,x,x,x,x,-1.7%[15.4 µM],x,6%[11.4 µM],-2.9%[15.4 µM],1%[11.4 µM],x,2.2%[9.22 µM]
COC(=O)c1[nH]c2ccc(F)cc2c1NS(=O)(=O)c1ccc(OC)cc1OC,-2%,-28%,11%,0%,-1.2%,-5%,11%,2.5%,-2%,2%,1.7%
COc1ccc2ccccc2c1C(O)c1nccn1C (configuration not stated),17%,-4%,9%,-2%,u,-4%,u,13µM*,u,48%,-0.1%
O=C(Nc1ccc(F)cc1)N1CCC(c2nc3c(nnn3Cc3cccc(Cl)c3)c(=O)[nH]2)CC1,-1%,u,38%[activator],1%,1.6%,-4%,1%,-0.4%,-24%,1%,x
COC(=O)c1ccc(C2CC(=O)Nc3cc(OC)c(OC)c(OC)c32)cc1 (configuration not stated),2%,3%,6%,3%,-0.5%,-5%,4%,-3.0%,-10%,-4%,4.7%
COC(=O)c1ccc(OC(=O)c2ccco2)cc1,-5%,0%,-1%,0%,-0.3%,1%,7%,0.7%,0%,-4%,x
O=C(CSc1nnc(-c2ccco2)n1Cc1ccccc1)OC1CCCCC1,1%,u,-23%,-1%,0.4%,-6%,4%,0.9%,-10%,-5%,-0.1%
Nc1cc2c(nc3c4ccccc4c(N)cc3[n+]2-c2cccc3ccccc23)c2ccccc12 (tested in a mixture with another compound),6%[9.17 µM],u,x,0%[9.22 µM],2.0%[15.4 µM],2.5µM*,-15%[11.4 µM],-1.4%[15.4 µM],-20%[11.4 µM],-4%[11.4 µM],5.3%[9.22 µM]
Cc1ccc(C)c(S(=O)(=O)C(C#N)c2nc3ccccc3nc2N2CCOCC2)c1 (configuration not stated),-3%,2%,8%,0%,-1.2%,0%,-9%,-1.5%,-15%,2%,6.0%[0.369 µM]
O=C(CSc1nnnn1C1CCCCC1)Nc1ccc2c(c1)OCO2,-3%,8%,-6%,0%,0.2%,0%,-3%,-2.6%,-3%,52%,1.0%
O=C(c1cc2cc(Br)ccc2oc1=O)N1CCN(c2ccccn2)CC1,5%,-16%,8%,2%,1.0%,u,6%,-4.1%,1%,-9%,0.5%
CCn1c(SCC(=O)Nc2ccc3c(c2)OCCO3)nnc1-c1ccco1,0%,-9%,6%,-3%,0.7%,-5%,16%,0.4%,0%,12%,-0.4%
Cc1cc(C)n(-c2nc3ccccc3n3cnnc23)n1,3%,14%,-14%,4%,-1.5%,-1%,-3%,-2.0%,17%,-5%,7.2%[0.369 µM]
O=C(/C=C/N1CCOCC1)c1cc2ccccc2o1,-4%,-2%,45%[activator],4%,0.8%,-5%,-3%,-2.0%,-8%,-6%,2.1%
CCOC(=O)c1oc2c(C)c(O)ccc2c(=O)c1-c1nncn1-c1ccccc1,-1%,0%,-5%,3%,0.3%,-5%,-5%,-4.6%,2%,-5%,3.8%
Cc1cc(C(=O)Nc2c(C)nn(Cc3ccccc3Cl)c2C)no1,-6%,-14%,7%,-1%,0.8%,-3%,0%,-2.9%,-3%,-4%,1.1%
Cc1nn(-c2ccccc2)c2c1C1(C(=O)N(C)c3ccccc31)N(c1ccccc1)C(=O)N2 (configuration not stated),2%,u,1%,-1%,0.1%,-3%,7%,-0.6%,9%,-1%,-0.3%[57.5 µM]
O=C(CN1CCOCC1)Nc1ccccc1NC(=O)C1CCN(c2ncccn2)CC1,-2%,-3%,-1%,-2%,-0.7%,-3%,4%,-1.2%,-3%,2%,-1.2%
O=C(CCCOc1ccccc1)Nc1ccc2c(c1)OCCO2,-3%,-1%,-1%,0%,-1.0%,0%,9%,1.1%,43%[activator],-2%,2.5%
COc1ccc(CCCc2nnc(SCC(=O)Nc3nc(C)cs3)n2C)cc1,-3%,-9%,4%,5%,-0.2%,-3%,14%,-1.6%,-1%,1%,-1.0%
O=C(OCC1COc2ccccc2O1)c1ccccc1F (configuration not stated),9%,u,-6%,2%,0.0%,16%,0%,-4.0%,-1%,-3%,-1.1%
Cc1nc(NC(=O)c2oc3ccccc3c2C)sc1C(=O)N(C)C,0%,15%,14%,0%,-1.1%,-2%,-20%,1.5%,-6%,-3%,-0.3%
Cc1ccc(NC(=O)c2ccco2)cc1NC(=O)CSc1nnc(-c2cccs2)n1C,0%,11%,84%[activator],2%,0.0%,-1%,9%,-2.0%,8%,1%,x
Cc1ccc(Cn2nnc3c(=O)n(CC(=O)N4CCN(c5ccccc5)CC4)cnc32)cc1,1%,u,25%,0%,-1.7%,-7%,-2%,-2.7%,-2%,8%,-0.2%
CN1CCN(CCCN)CC1,0%[9.17 µM],6%[7.6 µM],x,-1%[9.22 µM],1.5%[15.4 µM],-1%[11 µM],11%[11.4 µM],0.5%[15.4 µM],8%[11.4 µM],-8%[11.4 µM],-1.8%[9.22 µM]
